# Compound activity (PubChem)
# mIAP inh – mouse IAP inhibition. purified mouse IAP, CDP-Star luminescence, 30 min. inhibition, % at 10 µM. actives 0.2% (n = 330,000);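 active = inhibition of at least 40% at 10 µM in the primary screen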;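 also: plate controls were DMSO with enzyme for no effect and no enzyme wells for full effect; values of inactives mirror those of a sister screen read the other way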
# ATG4B inhibitor – inhibitors of human ATG4B cysteine protease. ATG4B cleavage of LC3-PLA2, NBD-HPC fluorescence, 1 h. inhibition, % at 8.33 µM. actives 0.51% (n = 340,000); in the data active = inhibition above about 40%
# Target sequence (Q9Y4P1 whole entry, looked up): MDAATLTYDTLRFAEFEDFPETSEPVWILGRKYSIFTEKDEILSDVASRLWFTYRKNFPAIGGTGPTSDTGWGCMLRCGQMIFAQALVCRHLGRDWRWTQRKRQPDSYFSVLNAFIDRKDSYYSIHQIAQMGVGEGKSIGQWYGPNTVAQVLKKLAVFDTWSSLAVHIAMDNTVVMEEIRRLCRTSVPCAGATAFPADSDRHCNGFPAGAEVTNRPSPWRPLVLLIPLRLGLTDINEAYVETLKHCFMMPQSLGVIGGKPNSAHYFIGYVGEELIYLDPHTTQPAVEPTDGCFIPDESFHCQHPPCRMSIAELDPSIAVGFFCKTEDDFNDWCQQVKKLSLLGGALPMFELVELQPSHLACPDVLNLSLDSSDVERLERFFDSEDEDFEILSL
# PfG6PD inh – PfG6PD (Plasmodium falciparum) enzyme inhibition; PfGluPho enzyme, NADPH resazurin-diaphorase fluorescence; inhibition, % at 20 µM; actives 0.78% (n = 350,000); AID 504690;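 active = inhibition reaching at least a set limit at 20 µM in the primary screen, cut at about 59% in these data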;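 also: 0% = DMSO wells with substrate and 100% = DMSO wells lacking glucose-6-phosphate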
# HKDC1 inhibitor – HKDC1 (human) hexokinase inhibition; Q2TB90; recombinant HKDC1, G6PDH/diaphorase resazurin coupled fluorescence; inhibition, % at 20 µM; actives 0.16% (n = 340,000);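 active = inhibition above about 35% when tested at 20 µM, limit read from the data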;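 also: plate controls were DMSO wells with enzyme for no effect and DMSO wells lacking enzyme for full effect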
#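 Test system: recombinant HKDC1 (HK5) hexokinase enzyme, produced in-house / Doses: 20 µM test compound, 1% DMSO / Timing: 90 min, room temperature / Detection: G6PDH/diaphorase-coupled fluorescence, 1 mM NADP, 100 µM resazurin, 525/613 nm / Control set: DMSO wells with and without enzyme mix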
# A3A deaminase – inhibitors of human APOBEC3A DNA deaminase | actives 0.41% (n = 330,000) | inhibition, % at 20 µM | P31941 | recombinant A3A, FAM/TAMRA ssDNA deamination fluorescence;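 active = at least 40% inhibition at 20 µM here, with at most 30% in a related deaminase screen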;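 also: plate controls were A3A with DMSO for no effect and wells lacking A3A enzyme for full effect; some results filed as inactive read as strong as hits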
# hIAP block – human IAP inhibition; inhibition, % at 10 µM; actives 0.12% (n = 330,000); P09923; purified IAP, CDP-Star luminescence, 30 min;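 active = inhibition reaching a set limit with compound at 10 µM in the primary screen, cut at about 35% in these data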;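 also: plate controls were DMSO wells with enzyme for no effect and no-enzyme buffer wells for full effect; values of inactives mirror those of a sister screen read the other way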
# Target sequence (P09923 whole entry, looked up): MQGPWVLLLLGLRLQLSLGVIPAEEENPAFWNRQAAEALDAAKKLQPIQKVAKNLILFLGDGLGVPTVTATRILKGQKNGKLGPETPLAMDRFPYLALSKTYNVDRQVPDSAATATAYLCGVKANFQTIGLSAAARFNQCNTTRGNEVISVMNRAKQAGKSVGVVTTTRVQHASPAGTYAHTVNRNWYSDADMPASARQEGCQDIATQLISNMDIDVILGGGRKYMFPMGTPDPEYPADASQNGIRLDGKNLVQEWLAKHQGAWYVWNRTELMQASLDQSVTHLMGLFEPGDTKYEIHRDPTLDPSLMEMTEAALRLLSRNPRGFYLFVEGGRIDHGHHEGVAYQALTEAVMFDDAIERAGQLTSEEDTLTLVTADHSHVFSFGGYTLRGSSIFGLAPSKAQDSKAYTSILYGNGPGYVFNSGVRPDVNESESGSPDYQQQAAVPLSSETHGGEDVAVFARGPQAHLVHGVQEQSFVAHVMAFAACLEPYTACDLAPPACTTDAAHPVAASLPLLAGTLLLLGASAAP
# mIAP activ – increases mouse intestinal alkaline phosphatase activity. muIAP, CDP-Star luminescence, 30 min; active compounds read high; 1 = vehicle-only enzyme signal, 0 = enzyme-free wells. AID 2805. actives 0.24% (n = 330,000). activation factor at 10 µM;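 active = activation factor of at least 2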; also: the source names both 10 and 20 µM as test concentration; values of inactives mirror those of a sister screen read the other way
#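 System: mouse IAP enzyme. Reagent: CDP-Star chemiluminescent phosphatase substrate. Benchmarks: DMSO wells, no-enzyme wells. Times: 30 min enzyme-substrate-compound incubation at room temperature. Detection: luminescence from enzymatic CDP-Star hydrolysis. Doses: test compounds delivered from DMSO solution.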
# hIAP activ – human IAP activation; P09923; purified human IAP, CDP-Star luminescence, 30 min; active compounds read high; 1 = vehicle-only enzyme, 0 = enzyme-free background; activation factor at 10 µM; actives 0.16% (n = 330,000);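 active = activation factor of the enzyme at least 2-fold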; also: the source names both 10 and 20 µM as test concentration; values of inactives mirror those of a sister screen read the other way
# * hit, by the source's call; . = no result given.
mIAP inh	ATG4B inhibitor	PfG6PD inh	HKDC1 inhibitor	A3A deaminase	Compound	hIAP block	mIAP activ	hIAP activ
2.2	-5.9	-2.2	-6.8	5.7	COc1ccc(C)cc1NC(=O)C1CCCN(S(=O)(=O)c2cccc3nonc23)C1 (stereo not given)	-2.0	0.978	1.02
-7.8	6.4	-6.3	-1.0	0.9	CCOC(=O)C1CCCN(c2c(Nc3ccc(OCC)cc3)c(=O)c2=O)C1 (stereo not given)	-0.3	1.08	1
0.2	-7.1	26.3	-4.8	3.3	O=[N+]([O-])c1cccc(S(=O)(=O)NC2CC3CCC2C3)c1 (stereo not given)	4.4	0.998	0.956
-4.0	-9.3	16.2	16.0	-1.8	O=C(COc1ccc(S(=O)(=O)NC2CCCCC2)cc1Cl)NCc1ccc2c(c1)OCO2	20.1	1.04	0.799
-5.0	-9.8	15.0	-2.0	-1.7	CCc1cccc(C)c1NC(=O)c1cccnc1	14.5	1.05	0.855
12.3	4.4	6.4	-1.6	-5.4	CCc1ccc(-c2cc(C)no2)cc1S(=O)(=O)N1CCN(c2ccccc2)CC1	23.4	0.877	0.766
22.1	-5.0	3.6	1.6	9.3	O=C(O)Cc1ccc(C(=O)CSc2ccccc2)s1	-16.1	0.779	1.16
5.1	-1.8	14.3	-3.7	-1.8	O=c1nc2ccccn2c2ccc(S(=O)(=O)N3CCCCC3)cc12	1.7	0.949	0.983
8.6	-3.3	13.2	0.7	-3.1	C[C@@H](C(=O)Nc1ccc2c(c1)OCCO2)n1nnc2ccccc2c1=O	-2.2	0.914	1.02
-0.1	-3.9	-3.3	2.3	3.1	NC(=O)CC(c1ccccc1)c1ccc2c(c1)OCO2 (stereo not given)	5.0	1	0.95
17.4	-4.3	-4.2	-2.8	0.5	O=C(NNC(=O)C12CC3CC(CC(C3)C1)C2)c1cnccn1	8.8	0.826	0.912
5.9	-6.6	-9.6	-0.4	-1.9	C#CCOCCOCCOCCNc1nc(N2CCOCC2)nc(N2CCN(C(=O)[C@H](Cc3ccc(O)cc3)n3cc([C@@H](N)C(C)CC)nn3)CC2)n1 (stereo not given in full)	8.4	0.941	0.916
-1.9	10.8	-1.5	1.9	1.9	Cc1ccccc1Cn1nc(C)c(NC(=O)c2cc(CC(C)C)on2)c1C	-0.4	1.02	1
-4.3	6.2	11.9	-10.6	1.8	O=C(CCCCCN1C(=O)CCC1=O)Nc1ccc(Br)cc1F	-23.1	1.04	1.23
-4.3	-5.3	0.6	-7.3	-5.7	CCCN(CC#CC(O)(c1ccccc1)c1cccnc1)CCC (stereo not given)	-3.7	1.04	1.04
2.5	-0.5	-3.0	-4.0	-7.1	O=C(CN1C(=O)NC(c2ccccc2)(c2ccccc2)C1=O)NCCNCCO	-10.6	0.975	1.11
3.6	-0.6	1.1	6.0	-2.0	COc1ccccc1/C=C1\Oc2cc(OC(=O)N3CCOCC3)ccc2C1=O	16.3	0.964	0.837
11.7	-6.0	6.0	-0.5	-1.8	Cc1cc(Br)ccc1OCCCCN1CCCCC1	-1.5	0.883	1.01
7.7	3.2	-9.8	2.1	-1.1	O=C(NNC1=NS(=O)(=O)c2ccccc21)c1ccccc1Cl	3.7	0.923	0.963
-1.6	-1.5	-8.6	3.6	-1.7	Cc1cc(C)nc(SCC(=O)Nc2ccc3c(c2)OCO3)n1	-33.3	1.02	1.33
-8.4	-0.9	-4.0	2.7	1.8	COc1ccc(C(=O)Nc2ccnn2C2CCN(C(=O)c3cccnc3)CC2)cc1	-1.7	1.08	1.02
-3.4	-6.8	18.4	0.3	1.3	COCCn1c(-c2cc(OC)c(OC)c(OC)c2)nc2oc3cc(OC)ccc3c(=O)c2c1=O	14.9	1.03	0.851
8.3	8.7	10.7	1.2	-1.1	CCCCOc1ccc2c(C)cc(=O)oc2c1OCCCC	-8.0	0.917	1.08
-0.9	.	.	.	-0.4	COc1ccc(OC)c2sc(N(CCCN(C)C)C(=O)c3ccc(S(=O)(=O)N4CCc5ccccc5C4)cc3)nc12	-8.4	1.01	1.08
4.8	1.4	46.2	24.9	-6.0	CCC(=O)N(CC)C1=C(O)c2ccccc2C(=O)C1=O	-8.6	0.952	1.09

# In the list so far, these have a halogen:
mIAP inh	ATG4B inhibitor	PfG6PD inh	HKDC1 inhibitor	A3A deaminase	Compound	hIAP block	mIAP activ	hIAP activ
-4.0	-9.3	16.2	16.0	-1.8	O=C(COc1ccc(S(=O)(=O)NC2CCCCC2)cc1Cl)NCc1ccc2c(c1)OCO2	20.1	1.04	0.799
-4.3	6.2	11.9	-10.6	1.8	O=C(CCCCCN1C(=O)CCC1=O)Nc1ccc(Br)cc1F	-23.1	1.04	1.23
11.7	-6.0	6.0	-0.5	-1.8	Cc1cc(Br)ccc1OCCCCN1CCCCC1	-1.5	0.883	1.01
7.7	3.2	-9.8	2.1	-1.1	O=C(NNC1=NS(=O)(=O)c2ccccc21)c1ccccc1Cl	3.7	0.923	0.963

# Going on with the list:
mIAP inh	ATG4B inhibitor	PfG6PD inh	HKDC1 inhibitor	A3A deaminase	Compound	hIAP block	mIAP activ	hIAP activ
4.5	-10.1	-9.6	-4.6	-1.6	O=C(Cn1cnc2c(oc3ccccc32)c1=O)NCC1CCCO1 (stereo not given)	8.6	0.955	0.914
26.2	-0.7	53.5	1.4	-6.9	CCOC(=O)c1sc(=S)n2c1[nH]c(=O)c1ccc(C(=O)OC)cc12	-12.8	0.738	1.13
4.2	-5.6	36.2	4.0	-0.4	O=C(COC(=O)CCC(=O)c1ccc(F)cc1)Nc1ccc2[nH]c(=O)[nH]c2c1	12.2	0.958	0.878
1.4	7.1	13.6	6.3	3.3	CCc1ccccc1OCCOc1ccc(C)cc1OC	-23.1	0.986	1.23
1.6	-2.4	2.2	-7.0	-4.3	CC1CCCCC1NC(=O)CCn1c(=O)oc2ccccc21 (stereo not given)	-6.6	0.984	1.07
1.0	-13.7	14.1	-1.0	3.3	COc1ccc(N(CC(=O)N2CCN(c3ccc(F)cc3)CC2)S(=O)(=O)c2c(C)n[nH]c2C)cc1	-46.5	0.99	1.47
1.5	-5.1	-7.6	-3.7	5.4	COc1ccc(CC(=O)Nc2ccc(S(=O)(=O)Nc3ncccn3)cc2)cc1OC	-3.7	0.985	1.04
0.5	-6.8	2.4	-2.6	2.6	CCSC1=C(C#N)C(c2cccs2)C(C(=O)OC)=C(C)N1 (stereo not given)	11.1	0.995	0.889
-3.7	5.6	-2.0	-6.8	-3.7	CC1CCN(S(=O)(=O)c2cc(C(=O)N3CCN(c4ncccn4)CC3)ccc2Br)CC1	12.7	1.04	0.873
-2.8	-0.7	-16.0	0.4	-4.4	O=S(=O)(c1ccc(Cl)cc1)N1CCC(N2CCOCC2)CC1	13.9	1.03	0.861
-3.0	-13.6	0.2	-6.5	-1.9	CC(CNC(=O)CCC(=O)N1CCOc2ccc(Cl)cc21)c1ccccc1 (stereo not given)	13.7	1.03	0.864
3.4	7.9	-7.2	-2.8	-4.5	CN(CCC1CCOCC1)C(=O)C1CCC(=O)N(CCc2ccc(Cl)cc2)C1 (stereo not given)	5.5	0.966	0.945
3.7	-7.7	8.7	-1.0	-16.6	O=C(CSc1cccc2cccnc12)OCC(=O)c1ccc(Br)cc1	6.1	0.963	0.939
-4.0	12.6	-7.2	-7.2	-4.4	COC(=O)c1c(NC(=O)CCC(=O)O)sc2c1CCCCC2	-23.6	1.04	1.24
3.3	-13.1	10.8	-4.9	0.6	COc1cc(CC(=O)OCC(=O)N2CC(=O)Nc3ccccc32)cc(OC)c1OC	-8.5	0.967	1.08
1.8	-4.0	15.8	-1.4	-2.6	CCOc1c(Cl)cnn(-c2ccc(C)cc2)c1=O	-16.5	0.982	1.17
8.6	0.1	0.5	-4.9	-4.0	COc1ccc(C(=O)N/C(=C/c2ccc(Cl)cc2)C(=O)Nc2ccc(C(=O)O)cc2)cc1	-7.7	0.914	1.08
2.7	-21.2	3.5	-2.7	-1.3	O=C(CSc1nc2ccccc2s1)Nc1cc(S(=O)(=O)N2CCOCC2)ccc1Cl	-4.9	0.973	1.05
6.8	3.4	9.9	-0.6	1.7	NS(=O)(=O)c1ccc(NC(=S)NC(=O)/C=C/c2cccs2)cc1	12.3	0.932	0.877
-0.5	-3.1	-14.2	-2.8	-2.5	CCCN1C(=O)N(c2cccc(C)c2)C(C)(O)CC1(C)C (stereo not given)	7.2	1	0.928
-2.6	-2.6	-0.5	-2.7	-3.6	Cn1c(=O)c2c(nc(NCCCO)n2C/C=C/c2ccccc2)n(C)c1=O	2.9	1.03	0.971
-2.9	2.7	2.4	-10.7	-1.6	COc1ccc2c(=O)cc(C(=O)O)oc2c1	9.1	1.03	0.909
2.1	-12.2	12.3	-11.0	0.7	Cc1ccc(NC(=O)Nc2c(C)n(C)n(-c3ccccc3)c2=O)cc1C	7.8	0.979	0.922
8.6	-12.6	-9.4	-9.9	-0.7	CCCc1nc2sc3c(c2c(=O)n1NC(=O)CCC(=O)O)CCCC3	-10.9	0.914	1.11
9.7	-2.6	-1.6	2.1	11.5	O=C(NNC(=O)c1ccccc1Br)c1ccc2nc[nH]c2c1	-102.7	0.903	2.03*
6.5	-3.1	14.2	-3.4	-3.6	CCOc1ccc(CNc2cccc(SC)c2)cc1	-3.5	0.935	1.03
5.8	3.6	-2.0	-1.9	-5.0	COCCn1c(SCC(=O)NCCc2ccccc2)nc2c([nH]c3ccccc32)c1=O	3.2	0.942	0.968
3.8	-17.7	-13.1	-0.1	0.2	CS(=O)(=O)N(CCc1ccccc1)CC(=O)N1CCN(Cc2ccc3c(c2)OCO3)CC1	13.0	0.962	0.87
-4.1	7.7	-8.9	-6.6	-1.1	COCCCNc1nc(N)c([N+](=O)[O-])c(NCC2CCCO2)n1 (stereo not given)	-0.8	1.04	1.01
3.9	0.1	7.9	-5.3	1.5	Cn1cccc1C(=O)C(=O)Nc1cccc(Cl)c1Cl	22.7	0.961	0.773
-2.0	7.1	0.4	-8.4	-0.8	O=S(=O)(Cc1ccccc1)Nn1cnnc1	7.4	1.02	0.926
-31.2	7.9	10.3	11.8	-10.2	CC(=O)c1c(Nc2cccc(F)c2)oc(C)cc1=O	-38.3	1.31	1.38
-1.9	-9.2	18.5	-2.4	-3.9	CCN(CC(=O)Nc1ccc(S(=O)(=O)N2CCCC2)cc1)CC(=O)Nc1cccc(OC)c1	-10.6	1.02	1.11
6.6	9.7	24.3	7.8	0.4	O=C1C2C(C(=O)N1/N=C/c1ccc([N+](=O)[O-])o1)C1C=CC2C12CC2 (stereo not given)	11.3	0.934	0.887
11.2	6.1	-18.3	2.7	0.6	Cc1ccc(NC(=O)Cn2cc(S(=O)(=O)c3ccccc3)c(=O)c3cc(F)ccc32)cc1	10.5	0.888	0.895
2.1	-1.7	1.7	-1.6	-6.8	COc1cc(C(=S)N2CCCC2)ccc1OCc1ccccc1	5.0	0.979	0.95
3.0	-19.1	5.5	-3.2	3.2	O=C(COC(=O)c1ccc(Br)cc1)NCCN1C(=O)CSC1=O	6.1	0.97	0.939

# With a hit mark in hIAP activ (from the list above):
mIAP inh	ATG4B inhibitor	PfG6PD inh	HKDC1 inhibitor	A3A deaminase	Compound	hIAP block	mIAP activ	hIAP activ
9.7	-2.6	-1.6	2.1	11.5	O=C(NNC(=O)c1ccccc1Br)c1ccc2nc[nH]c2c1	-102.7	0.903	2.03*

# Single values from above.
# mIAP activ, `COCCn1c(SCC(=O)NCCc2ccccc2)nc2c([nH]c3ccccc32)c1=O` : 0.942
# HKDC1 inhibitor, `CS(=O)(=O)N(CCc1ccccc1)CC(=O)N1CCN(Cc2ccc3c(c2)OCO3)CC1` : -0.1
